Compound activity as filed in PubChem.
P. falciparum M17LAP = P. falciparum M17LAP inhibitors, primary screen, biochemical, fluorogenic H-Leu-NHMec substrate, 1536-well (AID 1619) | recombinant M17LAP, H-Leu-NHMec fluorogenic kinetic assay; higher % means a stronger effect | hit rate 0.38% among 220,000 | inhibition, % at 30 µM, or IC50 in µM where a hit was titrated;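 active means compound inhibiting the enzyme by more than half at any dose during confirmatory dose-response retesting; inconclusive means strong single-dose inhibitors picked by rank but not retested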;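 further: plate controls were full reaction with DMSO carrier for no effect and no enzyme background for full effect; strong numbers were not always called active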
Siah-1 displacement = blockers of Siah-1 interaction with plectin peptide – biochemical, fluorescence polarization, rhodamine-plectin, uHTS, primary screen (AID 1817) | Siah-1 / rhodamine-plectin peptide fluorescence polarization; higher % means a stronger effect | displacement, % at 20 µM, or IC50 in µM where a hit was titrated | hit rate 0.02% among 290,000;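 active means displacement of at least 50% at 20 µM, with a fluorescence ratio check between 0.3 and a set limit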;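 further: plate controls were Siah plus tracer with DMSO for no effect and tracer alone without Siah for full effect; strong numbers were not always called active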
AID2073 = inhibitors of Mint1-CaV2.2 protein interaction, biochemical, HTRF (AID 2073); HTRF protein-protein interaction, Mint1-CaV2.2; higher % means a stronger effect; inhibition, % at 20 µM, or IC50 in µM where a hit was titrated; hit rate 0.19% among 290,000; in the data active means inhibition mostly above about 51%, no sharp cut-off; inconclusive means no clear call, values can overlap the other calls; inactive means mostly below about 53%; further: some results filed as inactive read as strong as hits
LYP inhibition = inhibitors of LYP phosphatase, biochemical, fluorescence intensity, uHTS (AID 1779). hit rate 0.054% among 290,000. recombinant LYP phosphatase, fluorescence intensity; higher % means a stronger effect. inhibition, % at 11.5 µM, or IC50 in µM where a hit was titrated;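 further: plate controls were vehicle with enzyme for no effect and no enzyme for full effect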
CSM14.1 death rescue = rescue of cells from ER stress-induced death, primary screen, 384-well, CSM14.1, thapsigargin, ATP luminescence (AID 1222). 190,000 tested, under 10 active. one-dose cellular ATP content (survival), % at 20 µM; EC50 in µM for titrated hits. CSM14.1 thapsigargin-induced death rescue, ATP luminescence; higher % means a stronger effect;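 active means EC50 below 50 µM in the dose-response confirmation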;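 further: death triggered by thapsigargin at about 15 µM added after 2 h compound pretreatment; cell ATP read after overnight thapsigargin exposure of roughly 18 to 22 hours; normalized against plate controls of thapsigargin alone and 5% DMSO vehicle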
XIAP displacement = small molecules displacing peptide from XIAP – biochemical, IAP family, fluorescence polarization (AID 1018) | displacement, % at 20 µM, or IC50 in µM where a hit was titrated | XIAP BIR domain, fluorescence polarization peptide displacement; higher % means a stronger effect | hit rate 0.007% among 200,000; in the data active means displacement above about 50%; further: a part of the inactive calls stands beside numbers as strong as those of hits
NOD2 inhibition = inhibition of NOD2-driven NF-kB reporter – cell-based, luminescence, uHTS, HEK293 (AID 1566); HEK293 NOD2/NF-kB luciferase reporter, luminescence; higher % means a stronger effect; hit rate 0.63% among 290,000; one-dose inhibition, % at 4 µM; EC50 in µM for titrated hits; further: many of its hits are not listed in these tables
Hep lipid drop = hepatic lipid droplet formation modulation | AML12 mouse hepatocytes, oleate lipid droplets, BODIPY imaging | AID 1656 | hit rate 0.4% among 240,000 | inhibition, % at 6.5 µM;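 active means lipid droplet intensity inhibited by at least 50%, with more than 500 cells counted; inconclusive means wells with under 300 cells, treated as cytotoxic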
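Material: mouse AML12 hepatocyte cell line, fixed after treatment; Timing: compound with oleate, overnight; Technique: high-content imaging of BODIPY-stained droplets and DAPI nuclei; Probe or stimulus: oleate, 100 µM final; Dosing: compound at 6.5 µM only.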
M1AAP inhibition = malaria alanyl aminopeptidase activity blockers – biochemical, fluorogenic H-Leu-NHMec substrate, 1536-well (AID 1445); recombinant M1AAP, H-Leu-NHMec fluorogenic kinetic assay; higher % means a stronger effect; hit rate 0.42% among 220,000; inhibition, % at 30 µM; hits with a dose series show IC50 in µM;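 active means primary inhibition above the hit cutoff, then over 50% inhibition at one or more dose response concentrations, cut at about 23% in these data, passing the limit was not always enough; inconclusive means conflicting primary data, or primary hits not chosen for dose response; inactive means low primary inhibition, or under 50% at every dose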;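 further: plate controls were DMSO full reaction for no effect and no enzyme background for full effect; strong numbers were not always called active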
Hep lipid drop cells 6.5 µM = second read-out of Hep lipid drop, no call of its own (marks repeat the call); cell count; measured here: cell count, cytotoxicity flag;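 cells counted across two imaged fields per well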
Numbers without * were called inactive; ? = inconclusive; nt = no result given. Unless noted, no stated cut-off is given here; in the data, active means inhibition above about 50%; inactive means the rest. This is a subset; rates above refer to the full screens.

SMILES | P. falciparum M17LAP | Siah-1 displacement | AID2073 | LYP inhibition | CSM14.1 death rescue | XIAP displacement | NOD2 inhibition | Hep lipid drop | Hep lipid drop cells 6.5 µM | M1AAP inhibition
CCc1cc(C(=O)N2CCCC(N3CCN(c4cccc(C(F)(F)F)c4)CC3)C2)n(C)n1 (stereo unspecified) | nt | -1.3% | -9.0% | -7.7% | nt | nt | 22.4% | -6.2 | 714 | nt
C/C=C/COC(=O)c1[nH]c2c(c1C)C(=O)CC(c1ccco1)C2 (stereo unspecified) | 8.0% | 0.0% | 32.1% | -0.3% | nt | -3.8% | -4.0% | ? | nt | 8.6%
Cn1c(=O)n(C)c2cc(NC(=O)COc3ccccc3)ccc21 | nt | 3.0% | 8.4% | -6.6% | nt | nt | 0.0% | -0.2 | 818 | nt
O=C1c2cc(N3CCCC3)c([N+](=O)[O-])cc2C(=O)N1c1ccccc1 | -4.2% | 7.0% | -19.9% | -6.0% | 2.0% | 0.3% | 18.1% | 0.0 | 677 | 3.8%
CC(=O)OCc1cc(=O)n(C)c(=O)n1C | -7.3% | -0.2% | 7.0% | -1.0% | -4.1% | 0.8% | -17.2% | 3.4 | 784 | 0.2%
CCOC(=O)C1CCN(C(=O)CNC(=O)Cn2c(C)cc3ccccc3c2=O)CC1 | nt | -1.7% | 0.8% | -4.1% | nt | nt | 0.8% | -2.1 | 832 | nt
O=C(NC(NC1CCS(=O)(=O)C1)C(Cl)(Cl)Cl)c1ccc(Br)cc1 (stereo unspecified) | -7.8% | -1.7% | -3.7% | -9.9% | -1.0% | -3.0% | -2.3% | nt | nt | 1.8%
COCCCNCC(=O)c1c(N)n(Cc2ccccc2)c(=O)n(C)c1=O | 8.9% | 5.7% | -0.1% | -7.5% | -0.8% | -8.1% | 10.0% | nt | nt | 2.1%
O=C(NCc1ccccc1Cl)c1ccccc1CCc1ccccc1 | -9.5% | -5.6% | -2.0% | -1.6% | -1.4% | -7.1% | 27.7% | -7.8 | 774 | 5.2%
CC(C)OC(=O)CSc1nc(-c2ccc(F)cc2)cc(C(F)(F)F)n1 | 4.3% | -1.4% | 9.6% | -0.9% | -1.4% | -10.9% | -3.7% | 1.6 | 713 | 1.8%
COc1ccc(N2CCN(c3nc4ccccc4n3CC(=O)c3ccccc3)CC2)cc1 | 12.7% | 2.5% | -9.9% | 1.9% | 0.2% | -3.1% | -3.9% | nt | nt | 4.8%
CCOc1ccc(C(=O)Nc2sc3c(c2C(=O)OC)CC(C)(C)NC3(C)C)cc1 | 1.1% | 4.3% | 7.7% | -0.1% | -4.8% | -3.5% | 15.7% | 10.5 | 674 | 3.1%
Cc1nnc(SCc2cccc([N+](=O)[O-])c2)s1 | 2.1% | 0.7% | -5.2% | 1.3% | -1.2% | -1.5% | -3.4% | 2.7 | 698 | 1.1%
COc1cccc(-c2cc(C(=O)N3CCCCC3C)no2)c1 (stereo unspecified) | 8.3% | 2.0% | 2.1% | -6.9% | -1.2% | 0.9% | -128.5% | nt | nt | 4.4%
CCN1CCN(C(=O)c2cc3c(OC)c(OC)c(OC)cc3[nH]2)CC1 | nt | 2.2% | 16.6% | -7.1% | nt | nt | -1.5% | nt | nt | nt

Taken from above:
In M1AAP inhibition, `C/C=C/COC(=O)c1[nH]c2c(c1C)C(=O)CC(c1ccco1)C2` (stereo unspecified) has the entry 8.6%
In NOD2 inhibition, `CCOC(=O)C1CCN(C(=O)CNC(=O)Cn2c(C)cc3ccccc3c2=O)CC1` has the entry 0.8%

Next part
SMILES | P. falciparum M17LAP | Siah-1 displacement | AID2073 | LYP inhibition | CSM14.1 death rescue | XIAP displacement | NOD2 inhibition | Hep lipid drop | Hep lipid drop cells 6.5 µM | M1AAP inhibition
C#Cc1ccc(CN2CCN(CCCc3ccccc3)C(CCO)C2)cc1 (stereo unspecified) | nt | -2.1% | 16.9% | -9.9% | nt | nt | -31.7% | 11.8 | 807 | nt
CSc1snc(SCC(N)=O)c1C#N | 5.2% | 2.5% | 1.5% | -6.3% | -1.3% | -2.8% | -2.2% | nt | nt | 2.0%
CC(C)(CSc1ccccn1)NS(=O)(=O)c1ccccc1 | 1.9% | 2.2% | -1.5% | -6.1% | -2.8% | -4.1% | 23.8% | 2.0 | 668 | 4.8%
O=C(CCN1CCOCC1)c1ccccc1 | 1.1% | 3.7% | -7.7% | -5.1% | -2.9% | -4.6% | 8.8% | 18.7 | 831 | 1.4%
Cc1ccccc1-n1ncc2c([N+](=O)[O-])cc([N+](=O)[O-])cc21 | 14.5% | 9.2% | 12.0% | -6.7% | -1.9% | 1.1% | 21.3% | nt | nt | 1.4%
O=C(NC1CCCC1)c1cc(-c2ccc(Cl)cc2)on1 | nt | 4.1% | 5.8% | -10.7% | nt | nt | -56.0% | -7.8 | 781 | nt
O=C(Nc1ccc(Br)cc1Cl)c1cnccn1 | 24.5% | 8.6% | 4.9% | 0.8% | -0.6% | -4.7% | -41.4% | -0.3 | 727 | -1.0%
CCOCCCNC(=O)C(c1ccc(C)cc1)N(Cc1cccs1)C(=O)CNC(C)=O (stereo unspecified) | 16.6% | 6.3% | 5.5% | -7.2% | -2.1% | -7.5% | 8.7% | 18.0 | 675 | 12.2%
CCc1ccc(-c2cc(C)no2)cc1S(=O)(=O)N1CCN(c2ccccc2OC)CC1 | nt | 1.4% | 14.8% | 1.1% | nt | nt | 9.4% | -4.5 | 803 | nt
CC(C)Cc1ccc(/C=C/C(=O)NC2CC2)cc1 | -7.2% | -8.9% | -6.0% | -9.5% | -2.5% | -4.9% | -37.6% | -5.5 | 635 | 1.2%
COc1ccc(C(=O)NCc2nnc(SCC(=O)N3CCCC3)o2)cc1 | nt | 4.1% | 9.4% | 4.1% | nt | nt | -11.6% | -5.8 | 744 | nt
Cn1nc(C(=O)N2CCOCC2)c([N+](=O)[O-])c1C(=O)N1CCOCC1 | 7.4% | 3.3% | 11.7% | 1.7% | 1.3% | -4.9% | 10.7% | -6.0 | 645 | 2.6%
COc1cc(C2CC(=O)N(CC(=O)NCC3CCCO3)c3ccccc3S2)cc(OC)c1OC (stereo unspecified) | -0.7% | -4.6% | -9.4% | 3.0% | 0.0% | -7.4% | 0.8% | -0.7 | 670 | -0.8%
Cc1ccc(NC(=S)Nc2ccc(F)cc2)cc1 | nt | -0.8% | -2.8% | -5.2% | nt | nt | -6.3% | -2.5 | 806 | nt
Cc1cc(C(=O)Nc2ccccc2N2CCCCC2)no1 | -5.7% | 3.9% | 10.4% | 0.8% | nt | nt | 11.1% | 5.6 | 636 | 4.1%
O=C(CN(Cc1ccccc1)C1=NCCS1)c1ccc(Cl)cc1 | 4.9% | -3.1% | 3.9% | -3.8% | 1.0% | -4.9% | -1.5% | -25.1 | 650 | 2.3%
Cc1ccc(SCC(=O)N2CCC(C(N)=O)CC2)cc1 | 0.2% | -2.1% | -2.8% | -6.6% | -0.6% | -1.6% | 5.2% | 20.1 | 778 | 20.7%
COC(=O)CSc1ccc2c(N)c(C(=O)OC)sc2c1 | -35.7% | -3.4% | -3.3% | -12.6% | -3.1% | -0.6% | -1.9% | -0.9 | 724 | -2.0%
CC1CN(C(=O)/C=C/c2ccc3c(c2)OCO3)CC(C)O1 (stereo unspecified) | 5.3% | -1.1% | 7.3% | -4.6% | -1.5% | -3.9% | -10.3% | 4.3 | 677 | 7.6%
COc1ccc(NC(=O)C2(S(=O)(=O)c3ccc(C)cc3)CC2)cc1OC | nt | -1.0% | 3.0% | -8.6% | nt | nt | 17.4% | nt | nt | nt
C1=C(c2ccccc2)Nc2nnnn2C1c1cccs1 (stereo unspecified) | 9.2% | -1.4% | 0.1% | -7.0% | -0.4% | -0.7% | 6.7% | nt | nt | 6.1%
CCn1cc([N+](=O)[O-])c(C(=O)Nc2nc3ccc(OC)cc3s2)n1 | -1.6% | 5.0% | -14.5% | -2.0% | 3.8% | -4.2% | -13.7% | 0.8 | 659 | 1.9%
COC(=O)C1=C(C)N(CCc2c[nH]c3ccccc23)C(=O)C1 | 5.9% | -1.7% | 26.4% | -3.9% | 1.2% | -7.9% | 9.8% | 18.7 | 720 | 3.7%
O=C(CSc1ccc2nnc(-c3ccc(Cl)cc3)n2n1)N1CCc2ccccc21 | -6.8% | 5.5% | 18.4% | 0.0% | -0.4% | -3.7% | 8.7% | -24.4 | 654 | 2.0%
O=S(=O)(c1ccc(S(=O)(=O)N(Cc2cccs2)CC2CCCO2)cc1)N1CCCCC1 (stereo unspecified) | -11.9% | 7.7% | -2.7% | -3.7% | -1.3% | -4.2% | 4.4% | 4.5 | 769 | 4.2%
O=c1c2sc(-c3ccccc3)cc2nc2n1CCCCC2 | -7.4% | -2.7% | 3.8% | -2.1% | nt | nt | -167.3% | 0.0 | 761 | 0.6%
COc1ccccc1CN1CCNC(=O)C1CC(=O)N(C)Cc1cnccn1 (stereo unspecified) | 18.5% | -6.6% | 13.0% | -6.0% | -1.6% | -8.4% | 12.8% | 0.0 | 632 | -11.4%
COc1ccc(C(=O)Nc2nnc(S(=O)(=O)N3CCC(C)CC3)s2)cc1OC | nt | -1.7% | 34.9% | -5.1% | nt | nt | 8.4% | -0.6 | 774 | nt
Cn1c2ccccc2c2cc(/C=C(\NC(=O)c3ccccc3)C(=O)O)ccc21 | -3.7% | -1.5% | 20.2% | 4.6% | nt | nt | -5.5% | 9.1 | 687 | 5.2%
Cc1cc(C)n(Cc2ccc(Cl)nc2)n1 | -4.9% | 4.3% | 1.6% | -6.7% | 0.0% | -4.9% | 18.2% | nt | nt | -3.8%
O=C(c1ccc(CSc2nc3ccncc3[nH]2)cc1)N1CCN(c2cccc(Cl)c2)CC1 | -6.8% | -1.8% | 3.3% | -1.0% | -3.2% | -2.4% | 3.4% | -22.5 | 595 | 12.1%
CCn1ccc(C(=O)NCCCN2CCCC2=O)n1 | nt | -2.2% | 4.0% | -9.2% | nt | nt | 6.1% | -4.5 | 655 | nt
CCc1ccc(NC(=O)CN(c2ccccc2)S(=O)(=O)N(C)C)cc1 | -1.2% | 5.8% | 17.5% | -4.2% | -1.5% | -8.9% | 0.9% | -5.0 | 674 | 8.5%
COCCNC(=O)/C(C#N)=C1\N=C(NC(=O)c2cccs2)c2ccccc21 | nt | 8.1% | -7.2% | -6.9% | nt | nt | 11.2% | 4.7 | 720 | nt
c1ccc2cc(OCc3nc4ccccc4[nH]3)ccc2c1 | 0.0% | 5.4% | 20.4% | 3.9% | -2.5% | -5.0% | -156.7% | 7.3 | 787 | 1.6%
Cc1csc(NC(=O)c2ccc(OCC3CCCO3)cc2)n1 (stereo unspecified) | 0.1% | 1.6% | -2.4% | 2.2% | -2.8% | -3.6% | -113.6% | -7.2 | 741 | -3.0%
